From PubChem
ER stress surv: protection against thapsigargin ER stress killing – CSM14.1 cells, ATP luminescence, primary screen. CSM14.1 thapsigargin ER stress survival. relative survival (cellular ATP), % at 15 µg/mL (by protocol). 48,000 tested, 0.33% active. AID 1010, 2008;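 active = survival measured by cellular ATP above 50% at 15 µg/ml in the first screen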;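 also: cell death triggered by about 15 µM thapsigargin; ATP read 24 h after thapsigargin was added; plate controls were thapsigargin with DMSO for no effect and DMSO without thapsigargin for full effect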
Active calls of the source: *. These rows are one share of the data. The share of hits here may be higher or lower than overall.

mol | ER stress surv
O=C(NN(C(=O)C1CC1)c1nc2ccccc2s1)C1CC1 | -1
CCN(CC)c1ccc(C2NC(=O)NC(C)=C2C(=O)OCc2ccc(OC)cc2)cc1 (stereo not drawn) | 7
Cc1ccc(N=Cc2ccc(O)cc2O)c(C)c1 | 9
O=C(c1cnn2c(C(F)(F)F)cc(-c3cccs3)nc12)N1CCOCC1 | 9
CCC1CCc2c(sc(NC(=O)Cc3ccccc3)c2C(=O)OC)C1 (stereo not drawn) | 5
O=C(c1cc2cc(Br)ccc2oc1=O)N1CCSC1c1ccc([N+](=O)[O-])cc1 (stereo not drawn) | 16
COc1ccc(/C=N/N(C)c2cc(C)nc(-c3ccccc3O)n2)cc1 | 4
CCOc1ccc2nc(SCc3c[nH]c4cc([N+](=O)[O-])ccc34)sc2c1 | 18
COc1ccc(NC(=O)CN(c2ccccc2Cl)S(C)(=O)=O)c(OC)c1 | 4
O=C(COc1ccccc1[N+](=O)[O-])Nc1ccc(N2CCOCC2)c(Cl)c1 | -4
C=CCN=C(C)C1=C(O)c2ccccc2C1=O | 7
COc1ccc(Cl)cc1C(=O)Nc1nc2ccc(Cl)cc2s1 | -3
CCn1c2ccccc2c2nnc(SCC(=O)Nc3cc(C)ccn3)nc21 | 14
COc1cc(C(=O)O)cc(OC)c1OC(=O)c1cc(C)c(C)o1 | 16
CCOc1ccc(N2C(=O)/C(=C/c3ccccc3OC)SC2=S)cc1 | 11
CCOc1ccc(-c2nc(Cc3c(F)cccc3Cl)no2)cc1 | -3
CCOc1ccc(NC(=O)c2c(-c3ccccc3Cl)noc2C)c([N+](=O)[O-])c1 | 11
CCN(CC)CCN1C(=O)C(O)=C(C(=O)/C=C/c2ccccc2)C1c1ccccc1OC (stereo not drawn) | 9
CC1=NN(C(=N)c2ccccc2)C(C)(O)C1 (stereo not drawn) | -4
O=C(/C=C/c1cc(Br)cs1)Nc1ccc(Cl)cc1Cl | 15
O=C(N/N=C/c1cccnc1)c1sc2ccccc2c1Cl | 0
CCOc1ccc(N(CC(=O)Nc2ccccc2C)S(C)(=O)=O)cc1 | 10
COc1ccccc1N1C(=O)NC(=O)/C(=C/c2ccc(OC)c3ccccc23)C1=O | 0
O=C(NC(=S)Nc1cc([N+](=O)[O-])cc(Cl)c1O)c1ccccc1 | 16
COc1ccc(OC)c(NC(=O)c2ccccc2C)c1 | -2
C=CCNC(=O)C1CC(=O)N(c2ccc(C)cc2)C1 (stereo not drawn) | -2
COc1ccc(CCNc2cc(N3CCN(C(=O)c4ccccc4F)CC3)ccc2[N+](=O)[O-])cc1OC | 2
Cc1ccc2[nH]c(O)c(N=Nc3ccc([N+](=O)[O-])cc3[N+](=O)[O-])c2c1Br | 10
CCCC1=NN2C(=N)/C(=C/c3ccc(-c4ccccc4C(=O)OC)o3)C(=O)N=C2S1 | 3
CC/C(=C/C(=O)c1ccncc1)Nc1cccc(O)c1 | 11

Brought forward from above: two compounds, then new ones.
mol | ER stress surv
CCCC1=NN2C(=N)/C(=C/c3ccc(-c4ccccc4C(=O)OC)o3)C(=O)N=C2S1 | 3
CC/C(=C/C(=O)c1ccncc1)Nc1cccc(O)c1 | 11
c1ccc(-n2nnnc2SCc2nc3ccccc3[nH]2)cc1 | 13
CSc1nc2ccc(NC(=O)/C=C/c3ccccc3)cc2s1 | 10
COc1ccc(C(=O)Nc2cccc(C(=O)Nc3nccs3)c2)cc1 | -1
COc1ccc(CCNC(=O)C(=O)Nc2cccc(C)c2)cc1 | 3
CC(C)OP(=O)(OC(C)C)C(O)c1ccc2c(c1)OCO2 (stereo not drawn) | 1
CCOc1ccc(NC(=O)CSc2nc3ccc(OC)cc3[nH]2)cc1 | -2
CCCCc1c(C)[nH]c2ccc(OC)cc2c1=S | 0
O=[N+]([O-])c1cccc(-c2nnc(-c3cccc(F)c3)o2)c1 | -6
O=c1c2ccccc2c(=O)c2c1c(O)cc1sc3ccccc3[nH]c12 | 6
COc1cc(NC(=O)COc2ccccc2C)cc(OC)c1 | 0
C/C(=N/OCC(=O)N/N=C/c1ccccc1NS(=O)(=O)c1ccc(C)cc1)c1ccccc1 | 13
Nc1cccc(C(=O)c2cccc(N)c2)c1 | 12
COc1ccc(C2Nc3ccccc3NC3=C2C(=O)CC(c2ccc(Cl)cc2)C3)cc1 (stereo not drawn) | 8
COc1cc(C(=O)N2CCN(C(=O)COc3ccc4ccccc4c3)CC2)cc(OC)c1OC | 7
Clc1ccc(/C=N/Nc2nc(N3CCOCC3)nc(N3CCOCC3)n2)c(Cl)c1 | 4
O=C(CSc1ncc(-c2ccccc2)[nH]1)NCCOc1ccccc1 | 6
COc1ccc(/C=C(\NC(=O)c2ccc(Cl)cc2)C(=O)NCc2ccco2)cc1OC | 0
Cc1onc(-c2c(Cl)cccc2Cl)c1C(=O)Nc1ccc(OCc2ccccc2)cc1 | 12
O=C(Nc1ccc(Cl)c(-c2nc3ccccc3o2)c1)c1ccc2ccccc2c1 | 11
COc1ccc(C2c3c(-c4ccccc4)n[nH]c3C(=O)N2c2ccccc2)cc1 (stereo not drawn) | -16
Cc1ccc(S(=O)(=O)N(Cc2ccccc2)c2ccccc2C(=O)NCCc2ccccc2)cc1 | 0
O=C(Nc1cccnc1)C1(c2ccccc2)CCCC1 | -3
C(=N\n1cnnc1)/c1cccc(OCCOc2ccc(C3CCCCC3)cc2)c1 | 2
Cc1cc(I)ccc1NC(=O)c1ccccc1Cl | 2
COc1cc(C=O)c(Br)cc1OCc1ccc(Cl)cc1 | 13
O=C(CSc1nnnn1-c1ccccc1)c1ccc2c(c1)Cc1ccccc1-2 | 16
O=C(O)CCCCCN1C(=O)C(=O)/C(=C(/O)c2ccc([N+](=O)[O-])cc2)C1c1ccccc1F (stereo not drawn) | -6
CCC(=O)Nc1nc(-c2ccccc2)nc(C)c1C(C)=O | 3
O=C(NCC1CCCO1)c1nn2c(c1Br)NC(c1cccs1)CC2C(F)(F)F (stereo not drawn) | 6
CCc1cc2c(=O)c(-c3nc4ccccc4n3C)c(C)oc2c(CN2CCN(C)CC2)c1O | 1
CCOc1cc(C(=O)Nc2ccccc2Br)cc(OCC)c1OCC | 2
Cc1c(Cl)c(=O)oc2cc(OCc3ccc(Cl)cc3)ccc12 | 3
COc1ccc(N2C(=O)CC(N3CCSCC3)C2=O)cc1 (stereo not drawn) | -7
COc1ccc(Cl)cc1NC(=O)C(=O)NCc1ccc(C)cc1 | 1
Cc1cc(C)c(S(=O)(=O)Nc2ccc(C(N)=O)cc2)c(C)c1 | 14
O=C(CSc1nc2ccc(NC(=O)c3ccc(Cl)cc3Cl)cc2s1)Nc1ccccc1 | 3
O=C(Nc1ccc(F)cc1)C1COc2ccccc2O1 (stereo not drawn) | -3
COc1ccc2c(c1)nc(SCc1ccc(Cl)cc1)n2C | 8
COC(=O)c1ccccc1NC(=O)COc1ccccc1 | 5
COc1cc2c(cc1NS(=O)(=O)c1cccc([N+](=O)[O-])c1)oc1ccccc12 | -1
Cc1onc(-c2ccccc2)c1C(=O)Nc1ccc([N+](=O)[O-])cc1Cl | 5
Brc1ccc(OCCN2CCCC2)cc1 | -2
O=C(Nc1ccc(Cl)c(Cl)c1)Nc1ccccc1C(=O)O | -8
Cc1cc(C)n(C(=O)CCCOc2ccc(Cl)cc2Cl)n1 | 4
COc1cc(C2C(C(=O)/C=C/c3ccccc3)=C(O)C(=O)N2CCCCCC(=O)O)ccc1O (stereo not drawn) | 1
O=c1oc2cc(OCc3c(F)cccc3Cl)ccc2c2c1CCCC2 | 6
CC(C)(C)c1ccc(C(=O)NNC(=O)c2ccc([N+](=O)[O-])cc2[N+](=O)[O-])cc1 | -12
O=S(=O)(Nc1ccccc1F)c1ccc(F)cc1 | 2
Cc1ccc(-n2c(-c3ccccc3)n[nH]c2=S)cc1 | 8
COc1cccc(N(CC(=O)Nc2cc(C)cc(C)c2)S(=O)(=O)c2ccccc2)c1 | 1
CC(C)CNC(=O)CC(c1ccccc1)c1c(O)ccc2ccccc12 (stereo not drawn) | 16
C=C(C)CC1Nc2ccccc2NC1CC(=C)C (stereo not drawn) | 24
O=C1NC(=O)N(c2ccccc2F)C(=O)/C1=C/c1ccc(Sc2ccccc2)o1 | -4
CS(=O)(=O)N(CC(=O)NCCc1ccccc1)c1ccc(Cl)cc1 | 11
O=C(NC1CCCCC1)C1CC(=O)N(c2ccc(Br)cc2)C1 (stereo not drawn) | 1
Cc1cc(C)cc(NS(=O)(=O)c2cccc([N+](=O)[O-])c2)c1 | 3
O=C1NC(=O)C(=Cc2cn(CCOc3ccc(Br)cc3)c3ccccc23)C(=O)N1 | 1
CCc1ccccc1NC(=O)C1CC(=O)N(c2ccc(C)cc2)C1 (stereo not drawn) | 3
O=C(CSc1cccc2cccnc12)OCC(=O)c1ccccc1 | 1
CCCCCCNC(=O)c1ccc(F)cc1 | -5

Carrying on.
Structure,ER stress surv
CCOC(=O)CNC(=O)c1ccc(Br)o1,-1
Nc1nc(-c2ccccc2)c(N)c(-c2ccccc2)n1,8
NC(=O)c1c(NC(=O)/C=C/C(=O)O)sc2c1CCCC2,10
CC(C)Cc1cc(C(=O)O)c2ccccc2n1,17
COCCCNS(=O)(=O)c1ccccc1[N+](=O)[O-],1
O=C(CSc1nnnn1-c1ccccc1)N1c2ccccc2Sc2ccccc21,3
COc1ccc2[nH]cc(CCNC=O)c2c1,0
O=C(CN(c1ccc(F)cc1)S(=O)(=O)c1ccccc1)N1CCOCC1,2
C=CCn1c(/N=C/c2ccc3c(c2)OCO3)nc2ccccc21,6
O=c1oc2ccccc2c(O)c1Cc1ccccc1,-9
COc1ccc(C(=O)N2CCN(Cc3ccncc3)CC2)cc1OC,4
Cc1ccc2[nH]c3c(c2c1)CC/C(=C/N(C)C)C3=O,2
Nc1nnc(SCC(=O)Nc2ccc3nc(SCC(=O)Nc4ccccc4)sc3c2)s1,-4
COc1ccc(OC)c(NC(=O)C2C3CCC(C3)C2C(=O)O)c1 (stereo not drawn),2
COc1ccc(CNC(=O)CN(c2ccc(C)cc2)S(=O)(=O)c2ccc(SC)cc2)cc1,1
N#Cc1c(-c2ccco2)cc(-c2ccccc2)[nH]c1=S,0
NC(=O)c1cccc(N=Cc2ccc[nH]2)c1,1
CCOc1ccc2c(c1)C(C)CC(C)(C)N2C(=O)Nc1ccccc1 (stereo not drawn),-5
COc1ccc(CCNC(=O)c2ccc(OC)c(OC)c2)cc1,-2
O=[N+]([O-])c1ccc(-c2ccc(/C=N/NS(=O)(=O)c3ccc(Cl)cc3)o2)cc1,4
O=C1Nc2ccccc2/C1=N/N=C/c1ccc(-c2ccc(Cl)cc2)o1,18
COc1ccc(NC(=O)c2ccccc2C(F)(F)F)c(OC)c1,6
NS(=O)(=O)c1ccc(N2N=C(/C=C/c3ccc(F)cc3)CC2c2ccc(F)cc2)cc1 (stereo not drawn),-2
CCN(CC)c1ccc(NC(=O)C2CCC(C)(C(=O)O)C2(C)C)cc1 (stereo not drawn),9
COc1ccc(OCCNC(=O)Nc2ccc(Br)cc2)cc1,8
NC(=O)SCC(=O)Nc1ccc(I)cc1,4
Nc1ncc(-c2ccc([N+](=O)[O-])cc2)cn1,3
CC1SC(c2ccc(Cl)cc2Cl)NC1=O (stereo not drawn),-1
COc1cc(/C=N/NC(=O)Cc2nnc(N)s2)ccc1OCc1ccc(Cl)cc1Cl,6
O=C(CCCC(=O)OCC(F)(F)C(F)F)Nc1ccc(Br)cc1,4

No new results follow: entries from further up.
Structure,ER stress surv
COc1ccc(C2c3c(-c4ccccc4)n[nH]c3C(=O)N2c2ccccc2)cc1 (stereo not drawn),-16
Cc1ccc(S(=O)(=O)N(Cc2ccccc2)c2ccccc2C(=O)NCCc2ccccc2)cc1,0
O=C(Nc1cccnc1)C1(c2ccccc2)CCCC1,-3
C(=N\n1cnnc1)/c1cccc(OCCOc2ccc(C3CCCCC3)cc2)c1,2
Cc1cc(I)ccc1NC(=O)c1ccccc1Cl,2
COc1cc(C=O)c(Br)cc1OCc1ccc(Cl)cc1,13
O=C(CSc1nnnn1-c1ccccc1)c1ccc2c(c1)Cc1ccccc1-2,16

The listing continues.
Structure,ER stress surv
C=CCNC(=O)CN(c1cccc(Cl)c1)S(=O)(=O)c1ccccc1,7
CSCCC(C(=O)O)N1C(=O)/C(=C/c2ccccc2Cl)SC1=S (stereo not drawn),2
COC(=O)C1=CNC=C(C(=O)OC)C1c1cccc(OC)c1OC,6
Cc1cc(C=C2C(=O)c3ccccc3C2=O)c(C)n1-c1cccnc1,5
CC(=O)Nc1ccc(C2=N/C(=C/c3ccc(-c4ccc(C)c(Cl)c4)o3)C(=O)O2)cc1,4
O=C(/C=C/Nc1ccc(O)cc1)c1ccc(Br)cc1,-20
CN1CCN(c2ccc([N+](=O)[O-])cc2C(=O)Nc2ccc(Cl)c(Cl)c2)CC1,5
O=C1C=CC(=O)N1c1ccc(OC(F)F)cc1,1
COc1ccc(/C=C2\SC(=S)N(CCS(=O)(=O)O)C2=O)cc1,2
Cc1cc(Cl)ccc1OC(C)C(=O)N1CCN(c2cccc(Cl)c2)CC1 (stereo not drawn),-2
Cc1ccc(NC(=O)/C=C/c2ccco2)cc1C,-23
CC(C)(C)c1cc(N2C(=O)C(=O)/C(=C(/O)c3ccc(Cl)cc3)C2c2cccc(F)c2)no1 (stereo not drawn),2
COc1ccc(/C=N/OCC(=O)N2CCN(C(c3ccccc3)c3ccccc3)CC2)cc1OC,116*
C/C(=C\C(=O)c1ccc(Cl)cc1)Nc1ccccc1O,-6
CC1(C)CC(=O)C2=C(C1)Nc1ccccc1NC2c1cccc(Br)c1 (stereo not drawn),7

In the list so far, these have a CF3 group:
Structure,ER stress surv
O=C(c1cnn2c(C(F)(F)F)cc(-c3cccs3)nc12)N1CCOCC1,9
O=C(NCC1CCCO1)c1nn2c(c1Br)NC(c1cccs1)CC2C(F)(F)F (stereo not drawn),6
COc1ccc(NC(=O)c2ccccc2C(F)(F)F)c(OC)c1,6
